From PubChem
MMP-13 inhibitor – MMP13 (human) collagenase inhibition; MMP-13 fTHP FRET cleavage, Mca fluorescence; actives 0.07% (n = 65,000); P45452; inhibition, % at 4 µM;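 active means inhibition above the mean of compound-free control plate wells plus 3 SD, cut at about 14% in these data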;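 further: 0% = DMSO wells and 100% = wells with reference MMP-13 inhibitor after basal subtraction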
HEK293 NFkB inh – lowers PMA/ionomycin-induced NF-kB signal in HEK293 cells; HEK-293 NF-kB luciferase reporter, luminescence; inhibition, % at 3 µM; actives 0.21% (n = 62,000); AID 465;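 active means inhibition above the mean of all tested compounds plus 3 SD, cut at about 40% in these data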;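 further: 0% = stimulated DMSO wells and 100% = 10 µM reference inhibitor 5653914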
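Timing: 1 h pretreatment, 16 h stimulation, 37 °C; system: HEK-293 cells with stable firefly luciferase reporter driven by four HIV NF-kB elements; doses: 3 µM once, 0.30% DMSO; measured by: luciferase luminescence; control set: DMSO and 10 µM reference inhibitor; repeats: single test; reagent: PMA plus ionomycin mix as NF-kB-activating stimulus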
Jurkat viability – reduces viability or proliferation of Jurkat cells; Jurkat E6.1 viability, ATP luminescence, 48 h; inhibition, % at 4 µM; actives 1.2% (n = 56,000); AID 463;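 active means inhibition above the mean inhibition of all tested compounds plus 3 SD, cut at about 28% in these data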
TNAP act mid DEA – activators of human TNAP at intermediate phosphate acceptor; 64,000 tested, under 10 active; P05186; purified TNAP, CDP-star luminescence, 100 mM DEA, 30 min; hits give high values; scale: 0 levamisole-inhibited, 1 vehicle-only enzyme; activation factor at 20 µM;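 active means activation factor of at least 2 at 20 µM, relative to controls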
JNK3 inh – inhibitors of human JNK3 kinase | P53779 | inhibition, % at 8 µM | purified JNK3 kinase activity, HTS | AID 746 | actives 0.61% (n = 60,000); in the data active means inhibition above about 17%;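 further: 0% = DMSO and 100% = reference inhibitor; many of its hits are not listed in these tables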
Cdc25B inh – inhibitors of human Cdc25B phosphatase; AID 368; inhibition, %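 (compounds tested at 10 µM final in the well)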; recombinant Cdc25B, OMFP fluorescence Ex485/Em525; P30305; actives 0.1% (n = 65,000); in the data active means inhibition above about 50%
PKA kinase inh – blocks human protein kinase A activity; P17612; actives 0.1% (n = 65,000); inhibition, % at 6 µM; AID 524; PKA Kemptide phosphorylation, Kinase-Glo ATP luminescence;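 active means inhibition above the screen-wide mean inhibition plus 3 SD, cut at about 21% in these data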; further: many of its hits are not listed in these tables
DUSP1 inh – blocks human MKP-1 phosphatase activity; P28562; recombinant MKP-1, OMFP hydrolysis fluorescence; inhibition, %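 (compounds tested at a single concentration somewhere between 10 and 100 µM)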; actives 0.15% (n = 65,000); AID 374;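 active means inhibition above about 50%, limit read from the data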;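 further: 0% = DMSO max control wells and 100% = wells with enzyme stopped by NaOH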
ROCK2 blocker – blocks human Rho kinase 2 activity; O75116; purified ROCK2, Kinase-Glo ATP depletion luminescence; inhibition, % at 6 µM; actives 0.35% (n = 60,000); AID 604;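 active means inhibition above the screen-wide mean inhibition plus 3 SD, cut at about 18% in these data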;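 further: plate controls were DMSO wells for no effect and Y-27632 control wells after no-enzyme background subtraction for full effect; many of its hits are not listed in these tables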
The depositor's hits bear a star; x = no result given; & = joins results of further samples.

SMILES	MMP-13 inhibitor	HEK293 NFkB inh	Jurkat viability	TNAP act mid DEA	JNK3 inh	Cdc25B inh	PKA kinase inh	DUSP1 inh	ROCK2 blocker
CCOC(=O)C1CCN(S(=O)(=O)c2cn(C)c(=O)n(C)c2=O)CC1	3	14	3	0.9	-6	4	-11	-2	-1
O=C(Nc1cccc2nsnc12)c1cccs1	-24&-7	-13&8	4&3	0.9&0.9	-10&2	-9&-12	-1&-2	16&0	-4&2
CCOC(=O)C(CC)n1cnc2sc3c(c2c1=O)CCC3 (configuration not stated)	2	-2	6	0.9	-7	84*	-2	-24	3
CCC1Oc2ccc(C)cc2N(CC(=O)NCc2cccc(OC)c2)C1=O (configuration not stated)	6	8	-1	0.9	1	0	11	-20	9
CC1Cn2c(nnc2-c2cccc(N)c2)S1 (configuration not stated)	-24	0	-4	0.9	-5	-1	11	-4	6
Cc1cccc(N2CCN(C(=O)c3cc4c(=O)n(C)c5ccccc5c4n3C)CC2C)c1 (configuration not stated)	4	10	7	0.9	1	5	-2	33	7
Cc1cc(C)n(C(=O)CNC(=O)c2ccco2)n1	1	13	6	0.9	1	5	5	-13	6
C=CCn1c(SCC(=O)Nc2c(C)cccc2C)nnc1-c1cnccn1	-4	7	-11	0.9	3	-4	4	-11	1
CCCNC(=O)COC(=O)c1ccc(S(=O)(=O)N2CCCCCC2)cc1	0	18	-1	0.9	2	1	0	9	1
COc1ccc(OCC(O)CN2C(=O)NC(C)(C)C2=O)cc1 (configuration not stated)	0	x	x	1	2	-3	6	-24	15
Cc1cc(C(=O)CN2C(=O)NC3(CCCCC3)C2=O)c(C)n1Cc1ccc2c(c1)OCO2	0	15	4	0.9	-5	2	11	22	22*
Cc1ccnc(Nc2nc(-c3c(C)nc4sccn34)cs2)c1	-7	-1	15	1	34*	-7	6	5	4
Cc1ccc(OCC(=O)Nc2ccc(N3CCCC3)cc2)cc1C	8	8	3	0.9	5	-19	9	3	2
CCCOc1cccc(C(=O)Nc2cccc(NC(=O)c3ccco3)c2)c1	-15	-3	-1	0.9	-3	-4	4	-1	2
CCCn1c(N)c(N(C)C)c(=O)n(CC(=O)Nc2ccc(OC(F)(F)F)cc2)c1=O	0	1	0	0.9	-6	-14	6	27	4
CC(C)c1[nH]nc2c1C1(CCN(Cc3ccccc3)CC1)C(C#N)=C(N)O2	0	17	8	1	-2	0	-5	1	-3
CC1(C)CC(c2csc(N)n2)CCO1 (configuration not stated)	3	7	2	1	2	-2	10	-20	4
Cc1c(C(=O)O)sc2ncn(C)c(=O)c12	2	6	-2	0.9	3	2	6	2	0
Cc1ccc(NCc2nnc(SCC(=O)OC3CCCCC3)o2)c(C)c1	6	12	3	0.9	-6	-12	-8	7	-6
COc1cccc(Nc2ncnc3c2cnn3C)c1	6	-1	5	1	0	-3	-3	33	-3
COC(=O)COc1ccc(S(=O)(=O)Nc2ccc(NC(C)=O)cc2)cc1C	-2	2	-8	0.9	2	-10	8	4	5
CC(C)CN1CN(S(=O)(=O)c2cccs2)c2nc3ccccc3nc21	-27	7	-2	0.8	6	9	5	-10	7
CCCn1cnc2c(c1=O)c1nc3ccccc3nc1n2CCc1ccccc1	-6	11	-6	0.9	-6	4	1	-14	1
CCOC(=O)c1c(C)c(C(=O)NCc2ccccn2)c(C)n1CC	0	12	13	1	-2	-1	-8	6	-7
Cc1nn(-c2ccc(F)cc2)c2c1cc(C#N)c1nc3ccccc3n12	-53	6	x	0.9	x	-7	2	2	x
Cc1sc2nc(CN(Cc3cccs3)C(=O)C3CC3)[nH]c(=O)c2c1C	1	3	1	0.9	-4	-9	12	2	3
O=C1COc2ccc(C(=O)c3ccccc3)cc2CN1	0	22	-1	0.8	1	-3	6	2	7
CC(C)(C)n1ncc2c(=O)n(CC(=O)NC3CCCCC3)cnc21	-4	-14	-9	0.9	3	-19	-3	-5	2
CN(C1CCCCC1)S(=O)(=O)c1ccc(Cl)c(C(=O)O)c1	2	1	-4	1	7	-7	13	23	2
Cc1cc(NC(=O)CCCS(=O)(=O)c2nc(-c3cccs3)cc(C(F)(F)F)n2)no1	-48	-2	100*	0.9	2	-1	10	-8	5

2 records picked at random from the list so far:
SMILES	MMP-13 inhibitor	HEK293 NFkB inh	Jurkat viability	TNAP act mid DEA	JNK3 inh	Cdc25B inh	PKA kinase inh	DUSP1 inh	ROCK2 blocker
CN(C1CCCCC1)S(=O)(=O)c1ccc(Cl)c(C(=O)O)c1	2	1	-4	1	7	-7	13	23	2
O=C1COc2ccc(C(=O)c3ccccc3)cc2CN1	0	22	-1	0.8	1	-3	6	2	7

Profiles, quoted from the list. Screens in order: MMP-13 inhibitor	HEK293 NFkB inh	Jurkat viability	TNAP act mid DEA	JNK3 inh	Cdc25B inh	PKA kinase inh	DUSP1 inh	ROCK2 blocker
CCOC(=O)c1c(C)c(C(=O)NCc2ccccn2)c(C)n1CC in the list: 0	12	13	1	-2	-1	-8	6	-7
COC(=O)COc1ccc(S(=O)(=O)Nc2ccc(NC(C)=O)cc2)cc1C in the list: -2	2	-8	0.9	2	-10	8	4	5
Cc1nn(-c2ccc(F)cc2)c2c1cc(C#N)c1nc3ccccc3n12 in the list: -53	6	x	0.9	x	-7	2	2	x
Cc1cc(NC(=O)CCCS(=O)(=O)c2nc(-c3cccs3)cc(C(F)(F)F)n2)no1 in the list: -48	-2	100*	0.9	2	-1	10	-8	5
O=C1COc2ccc(C(=O)c3ccccc3)cc2CN1 in the list: 0	22	-1	0.8	1	-3	6	2	7

More compounds
SMILES	MMP-13 inhibitor	HEK293 NFkB inh	Jurkat viability	TNAP act mid DEA	JNK3 inh	Cdc25B inh	PKA kinase inh	DUSP1 inh	ROCK2 blocker
CC(=O)c1sc2ccccc2c1OC(=O)c1ccco1	-4	8	3	1	-11	-6	7	10	-2
COc1ccc(-c2nc(CS(=O)CC(=O)NCc3ccco3)c(C)o2)cc1OC (configuration not stated)	-7	-3	0	0.8	-5	3	-6	8	-2
COC(=O)CNc1nc(-c2cccnc2)nc2ccccc12	1	x	x	0.8	0	1	6	12	8
Cn1c(N2CCOCC2)nc2c1c(=O)n(Cc1ccc(Cl)cc1)c(=O)n2C	3	x	x	0.9	-8	6	2	-20	0
CC(=O)C1C(c2ccc(F)cc2)NC(=O)NC1(O)C(F)(F)F (configuration not stated)	0	11	-5	0.9	-5	-4	2	12	6
COc1ccc(N2CCN(C(c3ccccc3OC)c3nnnn3C3CCCC3)CC2)cc1 (configuration not stated)	-7	22	-2	0.9	-2	-8	4	4	1
CCc1nnc(NS(=O)(=O)c2ccc(N3C(=O)C4CC=C(Cl)CC4C3=O)cc2)s1 (configuration not stated)	5	2	-5	1	0	-3	7	16	6
Cc1noc(/C=C/N(C)C)c1S(=O)(=O)N1CCCC(C(=O)NCc2cccs2)C1 (configuration not stated)	0	2	-2	0.9	-2	-15	2	7	8
O=C(c1ccc(F)cc1)N1C2CCC1CC(O)(c1ccccc1F)C2 (configuration not stated)	3	12	-6	0.9	8	-1	0	12	2
O=C(Nc1cccnc1)c1ccc(NC(=O)c2ccco2)cc1	6	4	-6	1	9	-3	8	12	3
Cc1ccc(Oc2ccccc2)c(NC=O)c1	-7	4	x	0.9	x	-16	10	3	x
CC(=O)Nc1ccc(N(C(=O)c2cnccn2)C(C(=O)NC2CCCCC2)c2ccc(O)cc2)cc1 (configuration not stated)	-3	19	8	1	-4	-13	1	22	-4
O=C(CNS(=O)(=O)c1ccc(F)cc1)N1CCN(c2ccc(F)cc2)CC1	5	-7	13	0.8	1	-2	-5	-2	-1
Cc1ccsc1C(=O)N1CC(=O)Nc2ccccc21	4	18	10	1	-11	-3	2	-4	0
CCC(c1nnnn1Cc1ccccc1)N1CCN(C(=O)c2ccco2)CC1 (configuration not stated)	-6	1	-7	0.9	1	-10	9	-13	8
COc1cc(C2c3c(oc4c(C)cc(C)cc4c3=O)C(=O)N2Cc2cccnc2)ccc1O (configuration not stated)	32*	11	0	0.9	4	-4	-1	5	-1
CCn1c(SCC(=O)Nc2cc(C)on2)nnc1-c1cccnc1	2	2	-3	1	0	-13	4	-12	3
CCCOC(=O)CSC1=C(C#N)C(c2ccc3c(c2)OCO3)CC(=O)N1 (configuration not stated)	4	x	x	0.9	1	1	3	-18	3
O=C(Nc1ccc2c(c1)OCCO2)C1CCCN(S(=O)(=O)Cc2ccccc2)C1 (configuration not stated)	5	6	x	1	x	-10	2	-6	x
Cc1ccccc1Nc1nc(N)nc(COC(=O)c2cccn2C)n1	-3	-46	6	1	-3	-11	1	12	2
O=C(NCc1ccco1)C(C(=O)c1ccccc1)n1ccccc1=O (configuration not stated)	2	16	-3	1	-8	-10	7	4	1
COc1ccc(-n2nnc3c(=O)n(CC(=O)N4CCCCC4)cnc32)cc1	-1	14	2	0.9	-3	-5	3	9	3
Cc1ccsc1C(=O)OCC(=O)N1CCOCC1	-5	0	4	0.9	3	-14	4	-12	3
O=C(Cn1[nH]c(=O)c2ccccc2c1=O)OCC(=O)N1CCc2ccccc2C1	2	14	10	1	4	-11	0	6	-2
COc1ccc(CC/C(=N\O)C2(O)CCCCC2)cc1	-4	10	-2	0.9	2	5	9	8	7
COc1ccc2nc(C)cc(SCC(=O)O)c2c1	-4	11	-1	1	-5	-7	-3	11	1
CC(C)(C)c1cnnn1-c1ccc(NC(=O)c2ccc3c(c2)OCO3)cc1	1	14	x	0.9	x	2	-6	24	x
Cc1c(C(=O)O)sc(=S)n1-c1ccccc1	2	x	x	0.9	3	20	-6	-8	-2
O=C(CCSc1ccccc1)N1CCN(C(=O)c2ccco2)CC1	-3	1	-3	0.9	2	-7	1	3	3
Cc1cnn(C(=S)NCCc2ccccc2)c1	0	-5	-5	0.9	-2	-19	11	-6	10

A portion of the results above, for reference:
SMILES	MMP-13 inhibitor	HEK293 NFkB inh	Jurkat viability	TNAP act mid DEA	JNK3 inh	Cdc25B inh	PKA kinase inh	DUSP1 inh	ROCK2 blocker
COc1ccc2nc(C)cc(SCC(=O)O)c2c1	-4	11	-1	1	-5	-7	-3	11	1
CC(C)(C)c1cnnn1-c1ccc(NC(=O)c2ccc3c(c2)OCO3)cc1	1	14	x	0.9	x	2	-6	24	x
Cc1c(C(=O)O)sc(=S)n1-c1ccccc1	2	x	x	0.9	3	20	-6	-8	-2
O=C(CCSc1ccccc1)N1CCN(C(=O)c2ccco2)CC1	-3	1	-3	0.9	2	-7	1	3	3
Cc1cnn(C(=S)NCCc2ccccc2)c1	0	-5	-5	0.9	-2	-19	11	-6	10

(next part)
SMILES	MMP-13 inhibitor	HEK293 NFkB inh	Jurkat viability	TNAP act mid DEA	JNK3 inh	Cdc25B inh	PKA kinase inh	DUSP1 inh	ROCK2 blocker
c1ccc(-c2noc(-c3cccc4ccccc34)n2)cc1	-9	-13	-1	1	0	-17	6	-18	3
O=C(Nc1ccccc1)NC1(C(=O)NCc2ccc3c(c2)OCO3)CCCCC1	-4	4	-4	1	-1	-3	13	12	6
Cc1cc(NC(=O)c2cnn3c(C(F)F)cc(C4CC4)nc23)no1	6	19	-2	0.9	2	-16	13	-8	8
COc1cc(-c2nnc(-c3ccncc3)o2)ccc1OCc1ccccc1	-11	26	-1	0.9	2	-7	16	5	8
O=C(NCCN1CCOCC1)c1ccccc1-c1ccccc1	6	11	-4	0.9	-3	-9	14	7	6
